Bioassay records as filed in PubChem BioAssay.
sPLA2-III inh: Inhibits HGIII-sPLA2 liposome hydrolysis, primary screen | QFRET BODIPY PC-A2 liposome hydrolysis, fluorescence | inhibition, % at 12.2 µM | Q9NZ20 | 370,000 compounds, 0.56% hits;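 active means inhibition above mean plus 3 SD of compounds lying within the high and low control bounds, cut at about 19% in these data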;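 further: 0% = median of test compound wells and 100% = no enzyme DMSO wells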
GAA850 FXN act: frataxin GAA850 promoter activation; HEK293 lucGAA850 FXN promoter luciferase reporter, 24 h; percent of 10 µM SAHA response; activation, % at 6 µM; 360,000 compounds, 0.56% hits;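 active means activation above the average of all compounds screened plus 3 SD, cutoff fixed separately per campaign, cut at about 7.5% in these data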;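 further: 0% = DMSO wells and 100% = 10 µM SAHA wells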
KLK7 zymogen act: activates the human kallikrein-7 zymogen | P49862 | purified proKLK7, EDANS-DABCYL substrate fluorescence; 100% is mature enzyme control, 0% vehicle | activation, % at 7 µM | 370,000 compounds, 0.9% hits | AID 652039;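 active means activation above the mean of all tested compounds plus 3 SD, computed per campaign excluding outliers beyond control limits, cut at about 13% in these data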
ASAP1 GAP inh: blocks human ASAP1-stimulated Arf1 GTP hydrolysis; Q9ULH1; GDP FP detection; inhibition, % at 16.5 µM; 360,000 compounds, 0.19% hits; in the data active means inhibition above about 25%;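 further: 0% = vehicle with enzyme and substrate and 100% = no enzyme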
rCAG binder: r(CAG) repeat RNA binding. TO-PRO-1 dye displacement fluorescence. inhibition, % at 3 µM. 370,000 compounds, 1.3% hits. AID 651821;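 active means inhibition above the plate cutoff, the mean of all test compounds on that plate plus 3 SD, cut at about 35% in these data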;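 further: 0% = DMSO alone and 100% = 100 µM mitoxantrone as full dye displacement; higher means more dye released from RNA so lower well fluorescence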
DDE Tn6 FP inh: DD(E)-Tn6 binding inhibition, primary FP screen; P02675; Fibrin DD(E) TRITC-Tn6 fluorescence polarization displacement; inhibition, % at 8.3 µM; 370,000 compounds, 0.21% hits; AID 720509;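 active means inhibition above a per-campaign cutoff: mean of compounds within control limits plus 3 SD, cut at about 15% in these data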;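 further: 0% = median of all compound wells on the plate and 100% = blocking peptide control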
ADAM10 inh: ADAM10 inhibition, QFRET primary screen | O14672 | recombinant ADAM10, EDANS/DABCYL FRET peptide cleavage, 3 h | inhibition, % at 7 µM | 370,000 compounds, 0.62% hits;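 active means inhibition above a per-campaign cutoff equal to the mean of compounds falling between control-based bounds plus 3 SD, cut at about 20% in these data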;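 further: 0% = DMSO wells while the 100% control is not disclosed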
GC-A act: GC-A (human) enzyme activation; AID 1671463; 370,000 compounds, 0.14% hits; HEK293 GC-A cells, cGMP TR-FRET, EC30 ANP; 0% at EC30 ANP, 100% saturating ANP; activation, % at 10 µM; P16066; in the data active means activation above about 40%
ARFGAP1 inh: inhibitors of rat ARFGAP1. Q62848. Arfgap1-stimulated ARF1 GTP hydrolysis, GDP FP detection. inhibition, % at 16.5 µM. 360,000 compounds, 0.26% hits. AID 651572;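 active means inhibition above a per-plate limit, mean inhibition of low control wells plus 3 SD, cut at about 25% in these data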;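 further: 0% = DMSO wells with enzyme and 100% = wells lacking Arfgap1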
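Material: truncated rat Arfgap1 GAP domain; Incubation: compound-enzyme preincubation 20 min, reaction 120 min, detection 60 min, 25 °C; Read-out: percent inhibition of Arfgap1-stimulated GTP hydrolysis; Technique: FP, GDP Alexa 633 tracer displaced from anti-GDP antibody, 620/688 nm; Controls: No-Arfgap1 wells (100%) versus DMSO full-reaction wells (0%); Replication: single well per compound.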
NPR2 activator: GC-B (human) receptor activation. P20594. HEK293-GC-B cells, CNP EC30, cGMP TR-FRET; 0% at EC30 CNP, 100% saturating CNP. activation, % at 10 µM. 370,000 compounds, 0.11% hits;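 active means activation at 10 µM reaching about 35% in either raw or pattern-adjusted values, limit read from the data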
Target sequence (P20594 whole entry, looked up): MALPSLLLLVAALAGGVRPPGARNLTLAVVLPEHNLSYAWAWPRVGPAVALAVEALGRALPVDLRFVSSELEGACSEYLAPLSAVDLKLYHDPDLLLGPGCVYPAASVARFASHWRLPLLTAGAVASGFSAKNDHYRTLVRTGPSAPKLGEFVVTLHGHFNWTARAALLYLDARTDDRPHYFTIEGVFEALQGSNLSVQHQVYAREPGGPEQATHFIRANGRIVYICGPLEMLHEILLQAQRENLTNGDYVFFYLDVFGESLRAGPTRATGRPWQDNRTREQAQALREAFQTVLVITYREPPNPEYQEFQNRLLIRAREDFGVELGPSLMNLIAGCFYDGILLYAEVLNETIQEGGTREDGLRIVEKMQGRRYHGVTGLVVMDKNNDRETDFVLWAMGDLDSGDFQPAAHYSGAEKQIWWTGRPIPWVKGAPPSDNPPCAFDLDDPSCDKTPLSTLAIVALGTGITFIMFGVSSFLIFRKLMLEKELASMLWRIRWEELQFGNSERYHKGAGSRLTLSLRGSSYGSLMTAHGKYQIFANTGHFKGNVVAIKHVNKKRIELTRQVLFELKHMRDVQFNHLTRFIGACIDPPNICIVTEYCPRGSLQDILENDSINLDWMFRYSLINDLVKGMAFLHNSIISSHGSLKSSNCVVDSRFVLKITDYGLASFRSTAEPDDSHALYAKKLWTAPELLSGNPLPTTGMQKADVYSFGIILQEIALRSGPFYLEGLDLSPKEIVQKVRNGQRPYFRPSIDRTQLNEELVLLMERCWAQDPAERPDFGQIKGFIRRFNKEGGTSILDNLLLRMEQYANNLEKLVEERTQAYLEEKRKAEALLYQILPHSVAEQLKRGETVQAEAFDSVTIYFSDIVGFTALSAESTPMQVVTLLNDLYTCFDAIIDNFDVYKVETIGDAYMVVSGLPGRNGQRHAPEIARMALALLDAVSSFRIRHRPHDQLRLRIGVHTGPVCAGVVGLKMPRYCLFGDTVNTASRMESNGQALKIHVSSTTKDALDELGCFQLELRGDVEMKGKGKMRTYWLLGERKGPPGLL
Numbers without * were called inactive; i = inactive; · = no result given.

SMILES	sPLA2-III inh	GAA850 FXN act	KLK7 zymogen act	ASAP1 GAP inh	rCAG binder	DDE Tn6 FP inh	ADAM10 inh	GC-A act	ARFGAP1 inh	NPR2 activator
CC(=O)N1c2ccc(S(=O)(=O)N3CCC(C(=O)NC4CCCC(C)C4C)CC3)cc2CC1C (stereo not drawn)	10	1.1	0.2	3	4	2	-14	1	6	-2
CC(=O)C(C)Sc1nnc(-c2ccccc2F)n1C1CC1 (stereo not drawn)	6	1.5	-0.2	7	-3	1	-5	1	-8	5
COc1ccccc1-c1noc(CSc2nc(N)cc(=O)[nH]2)n1	-7	0.8	-0.3	10	-1	7	2	-2	5	-5
CCOc1ccccc1OCCCNCc1ccccc1	4	0.1	-0.1	-13	1	9	4	-21	3	-4
Cc1ccc2cc(C#N)c(N3CCN(C(=O)c4ccccc4)CC3)nc2c1	-11	1.0	-2.1	13	-5	10	-160	-3	6	0
Cc1ccc(N(C(=O)c2csnn2)C(C(=O)NC2CCCC2)c2ccccn2)c(C)c1 (stereo not drawn)	0	0.2	0.5	-2	-5	4	-2	-6	-10	-5
Cc1cccc(C)c1NC(=O)Cn1c(=O)n(CCCC(=O)NCc2ccco2)c(=O)c2sccc21	-2	1.3	0.2	-9	-1	-2	-4	0	-3	-2
Cc1ccccc1S(=O)(=O)N(C)C[C@@H]1OCc2ccccc2-c2c(n(C)c3ccccc23)C(=O)N([C@H](C)CO)C[C@@H]1C	-26	20*	0.7	1	7	-5	27*	-2	-4	-1
O=C1CCCc2c1ccc1ccccc21	8	2.5	0.8	-4	6	7	-221	5	-1	3
O=C(Nc1cccc(NC(=O)c2cccnc2Cl)c1)c1ccco1	1	0.2	-0.1	5	4	3	3	-1	8	-3
CC1(c2nc3ccccc3[nH]2)CCC(=O)N1Cc1cccs1 (stereo not drawn)	5	·	-0.3	-2	5	5	-2	3	7	-8
O=C(NCc1ccccn1)Nc1ccc(Br)cc1	6	2.0	-0.3	16	-4	-5	-5	1	3	1
COc1ccc(OCC(=O)OC(C)CN2CCOCC2)cc1 (stereo not drawn)	4	-1.5	0.1	-15	-2	4	1	1	-2	4
CCOC(=O)Cn1c(C(=O)OCC)cc2sccc21	-2	1.6	0.1	1	2	-7	1	-3	11	-7
Cc1ccc(-n2nnnc2CNC(=O)C2CC(=O)N(c3ccc(F)cc3)C2)cc1C (stereo not drawn)	-4	-1.6	-0.4	6	0	-7	3	1	5	-3
COc1ccccc1C(CNc1ncnc2sc(C)c(C)c12)N(C)C (stereo not drawn)	-7	-2.2	0.2	-4	-3	-2	1	-28	1	-21
Cc1cc(C)c(NC(=O)Cn2nc(-c3ccccc3)nc2-c2ccccc2)c(C)c1	-1	-0.1	0.3	0	0	-2	1	4	16	6
S=C(NCCc1ccccc1)N1CCN(C2CCCCC2)CC1	1	0.9	0.3	-8	-12	-3	-6	3	2	3
Cc1ccccc1-c1nc(CS(=O)(=O)CC(=O)NCc2ccc(F)cc2)c(C)o1	-5	-1.8	0.6	11	0	0	1	-9	-27	-11
CCOC(=O)C(Cc1ccccc1)P(=O)(OCC)OCC (stereo not drawn)	6	·	·	·	·	4	-6	-4	·	-9
Cc1cc(C)c(S(=O)(=O)Nc2ccccc2C(=O)OCC(=O)NCc2ccccc2)c(C)c1	-13	-0.3	0.2	-11	7	8	-12	-5	10	0
CCC(=O)OCCCN1C(=O)CCC12CCC(C)CC2 (stereo not drawn)	6	·	-0.1	·	3	2	3	4	·	-2
Cc1ccc2[nH]c(-c3ccccc3)c(CN3CCCC3)c(=O)c2c1	3	-0.2	-2.4	-8	1	1	-3	-2	2	2
Cc1cccc(CCNS(=O)(=O)c2ccc3c(c2)NC(=O)C(C)S3)c1 (stereo not drawn)	-41	1.5	-0.9	2	0	-6	8	-2	2	-4
COc1ccc(NC(=O)CSc2ncnc3c2cnn3CCc2ccccc2)cc1	8	2.7	0.0	-4	4	-8	-5	0	0	12
CC1(C(=O)NCc2ccccc2Br)CCN1Cc1csc2ccccc12 (stereo not drawn)	3	3.1	-0.1	-4	1	3	0	-6	1	-8
Cc1ccc(C(=O)N/C(=C\c2cn(C)c3ccccc23)C(=O)NCCCN2CCOCC2)cc1	0	1.5	0.6	-5	-3	-1	-11	-1	6	0
COC(=O)CN(C)C(=O)c1ccc2nc(Cc3cccc(Cl)c3)oc2c1	-15	3.0	0.2	13	-7	-3	9	3	-13	3
CC(C)Oc1ccc(Cc2cnc(=S)[nH]c2N)cc1	5	0.2	-0.1	-1	2	-4	2	5	16	-1
CS(=O)(=O)N(CC(=O)N1CCCCC1)c1ccc(Cl)c(C(F)(F)F)c1	-3	-1.2	0.4	0	-7	1	2	4	1	2
CCOC(=O)[C@]12CCCC=C1N(Cc1ccccc1)C(=O)[C@H](CC(=O)N1CCN(C(=O)C3CC3)CC1)C2	5	·	0.5	0	-1	-7	-16	-3	6	6
CNc1ccc(-c2cccc(C(C)=O)c2)cn1	6	4.0	-0.9	-13	2	0	-32	2	1	-3
O=C(Cn1cnc2cc([N+](=O)[O-])ccc2c1=O)Nc1cccc2ccccc12	-4	1.0	-0.6	-5	17	0	-5	1	3	-1
O=C(CSc1nnc(C2CC2)n1-c1ccccc1)NCCc1ccccc1	5	-0.2	0.5	-2	-7	4	1	-3	7	2
O=C(NN1CCOCC1)c1cccc(Cl)c1	6	2.8	0.7	2	-3	7	1	0	5	0
O=C(NC1CCN(Cc2ccccc2)CC1)c1cccc(S(=O)(=O)Nc2ccc(Br)cc2)c1	-32	-0.7	-0.5	-11	3	1	-10	-4	8	-1
Cc1ccc(C23CC4CC(CC(C(=O)NN)(C4)C2)C3)cc1	-4	1.8	0.5	0	1	6	7	-2	9	9
COc1ccc(NS(=O)(=O)c2ccc3nc(COc4ccc(Cl)c(C)c4)[nH]c3c2)cc1	-36	0.5	1.2	11	11	6	19	-1	11	4
CC(=O)c1ccc(NC(=O)c2cccc(NC(=O)c3ccccc3)c2)cc1	-4	1.2	-0.4	18	9	3	2	0	-9	0
Cc1cc(C)c2[nH]c(=O)c(C(c3nnnn3C(C)(C)C)N3CCN(C(=O)c4ccco4)CC3)cc2c1 (stereo not drawn)	-10	-0.1	1.5	-14	-1	-1	-77	2	7	0
Cc1ccc(N2CCN(C(=O)CN3C(=O)c4ccccc4C3=O)CC2)cc1	-1	0.8	-0.5	2	-10	-4	2	3	-6	-2
CCNS(=O)(=O)c1ccc2nc(NC(=O)/C=C/c3cc(OC)c(OC)c(OC)c3)sc2c1	-23	1.3	2.8	1	2	-6	-190	-2	-3	-2
COCCCn1c(=N)c(C(N)=S)cc2c(=O)n3cccc(C)c3nc21	7	3.4	35*	-1	11	-1	i	15	-3	-2
CSCCC(NS(=O)(=O)c1ccc2c(c1)oc(=O)n2C)C(=O)NC1CCC(C)CC1 (stereo not drawn)	3	0.3	-0.3	-1	0	8	-4	3	4	8
CCCCc1c(-c2ccccc2OC)ncn1Cc1cccc(F)c1F	-3	·	0.1	3	-1	3	0	-10	-3	-12
Cn1nc(C(=O)N2CCN(c3ccccc3F)CC2)c2c1-c1ccccc1S(=O)(=O)C2	-2	-0.2	-0.1	3	-3	-6	-5	3	-1	7
CCN1CCN(C(c2cccs2)C(C)NC(=O)NC2CCCCC2)CC1 (stereo not drawn)	-3	-3.9	-0.1	-5	0	1	-2	3	-17	-2
CCOC(=O)C1=NN(c2ccccc2)C2C(=O)N(c3ccccc3OC)C(=O)C12 (stereo not drawn)	-4	0.9	19*	2	-4	2	-20	1	2	-7
Cc1ccc[n+](CC(=O)Nc2ccc([N+](=O)[O-])cc2)c1	-8	1.0	0.0	15	-1	-5	3	12	0	1
NS(=O)(=O)c1cc(C(=O)NCCOc2ccccc2)c(Cl)cc1Cl	8	-0.5	0.8	9	2	-3	-2	1	7	0
CCOC(=O)c1c(NC(=O)c2ccccc2)sc2c(O)c(CN(CC)CC)ccc12	4	-0.5	1.4	3	26	-1	-13	4	8	-5
O=C(Cc1ccc(F)cc1)Nc1ccc(Cl)cn1	2	1.5	-0.7	-5	2	-2	6	0	-1	-2
Cc1nn(Cc2ccc(C(=O)NC3CCCCC3)o2)c(C)c1Br	1	0.7	-0.1	-13	-5	6	-2	-4	0	0
O=S(=O)(NCC(c1cccnc1)N1CCOCC1)c1ccccc1 (stereo not drawn)	10	2.4	0.2	16	2	4	7	-3	10	-3
COc1ccccc1Nc1nc(NCCO)nc(N2CCCC2)n1	-1	1.9	0.8	-10	-3	3	11	0	-4	-4
O=C1CN(C(=O)c2ccc(Br)o2)C(c2ccccc2)c2cc(F)ccc2N1 (stereo not drawn)	3	-0.7	-0.6	-7	4	-4	-9	-14	0	-7
COCCNC(=S)NNC(=O)c1cc(-c2cccnc2)nc2ccccc12	10	0.3	-0.7	3	5	-2	-6	4	12	-1
Cc1cc(N2CCCCCC2)nc2ccccc12	2	0.7	-7.5	11	1	2	-67	-2	4	-6
CC(=O)c1c(C)[nH]c(C(=O)Nc2cccc(S(=O)(=O)N3CCCC3)c2)c1C	-9	1.5	-0.6	-7	7	-3	-10	1	5	3
Cc1ccc(C(=O)NNC(=O)c2ccco2)cc1	18	3.7	0.0	13	-1	-5	-10	0	8	4

(continued)
SMILES	sPLA2-III inh	GAA850 FXN act	KLK7 zymogen act	ASAP1 GAP inh	rCAG binder	DDE Tn6 FP inh	ADAM10 inh	GC-A act	ARFGAP1 inh	NPR2 activator
CCN(CC)S(=O)(=O)c1ccc(C(=O)NNC2=NS(=O)(=O)c3ccccc32)cc1	1	-0.9	-0.2	-10	11	-2	6	2	10	4
CCOC(=O)Oc1ccc2c(c1)C(C)=CC(C)(C)N2C(=O)OCC	-5	-0.4	0.3	0	-11	9	-2	0	-10	-2
Cc1ccc(N(C(C)C(=O)Nc2cc(Cl)ccc2Oc2ccccc2)S(C)(=O)=O)cc1 (stereo not drawn)	-21	-1.9	0.0	7	4	-5	22*	-8	12	-16
O=C(Nc1ccc(S(=O)(=O)N2CCCC2)cc1)c1ccc(Cl)nc1	5	-1.0	-0.3	8	4	-4	2	4	0	6
COc1ccc(C(c2nnnn2Cc2ccccc2)N2CCN(C(=O)c3ccco3)CC2)cc1OC (stereo not drawn)	6	-0.9	0.4	9	-10	-1	-2	0	-2	4
